H9c2 TAG inh: inhibitors of triacylglycerol accumulation, primary screen, cell-based, uHTS, fluorescence, H9c2 | H9c2 cells, Nile Red lipid (TAG) fluorescence; cells loaded with 200 µM oleic acid | inhibition, % at 12.5 µM | 230,000 compounds, 0.66% hits | AID 651582, 2012;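 active = pattern-corrected inhibition of lipid staining of at least 50% with the nuclear-stain viability signal not falling by more than 50%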;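 also: 0% = DMSO wells and 100% = triacsin C control wells; some results filed as inactive read as strong as hits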
H9c2 TAG inh DAPI viability: recorded beside H9c2 TAG inh, whose call it bears; DAPI nuclei signal change (viability), lower = more cytotoxic, %;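 whole-well DAPI fluorescence read on a plate reader as a viability signal; minus 50 percent equals half of cells still viable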
Starred values were filed as active, the others as inactive. These rows are one share of the data; count on the stated rates, not on these rows.

Results for NS(=O)(=O)c1cccc(NC(=O)CSc2nnc(NC3CC3)s2)c1 ?
H9c2 TAG inh: -2.0; H9c2 TAG inh DAPI viability: 1.5

Results for COc1cc(C(=C(CC(=O)O)C(=O)O)c2ccc3c(c2)OCO3)cc(OC)c1OC ?
H9c2 TAG inh: 5.4; H9c2 TAG inh DAPI viability: 3.8

What do the screens show for `C=CCOc1ccc(C2NC(=S)NC(c3ccccc3)=C2C(C)=O)cc1OC` (stereo unspecified)?
H9c2 TAG inh: -8.1; H9c2 TAG inh DAPI viability: -6.1

How did C=CC[C@@H](CC(=O)N(CCO)Cc1ccccc1)C(=O)N[C@H](COC(=O)[C@H](CC=C)CC(=O)OC(C)(C)C)Cc1c[nH]c2ccccc12 do in these assays?
H9c2 TAG inh: 39.0; H9c2 TAG inh DAPI viability: -11.2

How did COCc1nn2c(N)c(C#N)cnc2c1-c1ccccc1 do in these assays?
H9c2 TAG inh: 2.3; H9c2 TAG inh DAPI viability: -14.2

Results for Cc1ccc(NC(=O)CSc2nnnn2C2CCCC2)cc1S(=O)(=O)N1CCOCC1 ?
H9c2 TAG inh: -11.7; H9c2 TAG inh DAPI viability: -11.3

How did CC(=O)Nc1ccc(S(=O)(=O)N(C)CC(=O)OCC(=O)N2CC(C)OC(C)C2)cc1 (stereo unspecified) do in these assays?
H9c2 TAG inh: 3.9; H9c2 TAG inh DAPI viability: -3.7

How did O=C(Nc1ccc(N2CCN(Cc3ccccc3)CC2)cc1)c1ccco1 do in these assays?
H9c2 TAG inh: 6.4; H9c2 TAG inh DAPI viability: -6.9

How did CC(NC(=O)C1CCCN1C(=O)OCc1ccccc1)c1ccccc1 (stereo unspecified) do in these assays?
H9c2 TAG inh: -1.9; H9c2 TAG inh DAPI viability: -6.5

What do the screens show for `COc1ccc(CNC(=O)Cc2cccs2)cc1`?
H9c2 TAG inh: -5.5; H9c2 TAG inh DAPI viability: 6.2

Results for COC(=O)Cc1ccc(OC2(C)CCN(Cc3ccccc3)C2)cc1 (stereo unspecified) ?
H9c2 TAG inh: -14.3; H9c2 TAG inh DAPI viability: 14.5

Results for NS(=O)(=O)c1ccc(N2N=C(c3ccc(Br)cc3)CC2c2ccc(F)cc2)cc1 (stereo unspecified) ?
H9c2 TAG inh: 5.2; H9c2 TAG inh DAPI viability: 157.1

Results for O=C(NCc1ccccn1)C(=O)C1C(=O)Nc2ccccc21 (stereo unspecified) ?
H9c2 TAG inh: 3.0; H9c2 TAG inh DAPI viability: -6.1

What do the screens show for `CCS(=O)(=O)N1CCN(Cc2nc3ccccc3c(=O)[nH]2)CC1`?
H9c2 TAG inh: -7.6; H9c2 TAG inh DAPI viability: 3.5

How did COc1ccccc1NNC(=O)C(O)(c1ccccc1)c1ccccc1 do in these assays?
H9c2 TAG inh: 1.8; H9c2 TAG inh DAPI viability: -8.0

Results for Cc1ccc(N/C=C2\C(=O)C3(C)CCC2C3(C)C)cc1C (stereo unspecified) ?
H9c2 TAG inh: 7.8; H9c2 TAG inh DAPI viability: 3.2

How did Cc1ccc(C(=O)N/N=C/c2cc(C)n(-c3ccc(Br)cc3)c2C)cc1[N+](=O)[O-] do in these assays?
H9c2 TAG inh: -2.5; H9c2 TAG inh DAPI viability: 11.0

Results for Cc1ccc(OCCOc2cccc3ccc(C)nc23)c([N+](=O)[O-])c1 ?
H9c2 TAG inh: -3.1; H9c2 TAG inh DAPI viability: -0.7

How did CCOC(=O)C1=C(CC)Nc2ccccc2N=C1NC(=O)c1ccc(OC)c(S(=O)(=O)N2CCOCC2)c1 do in these assays?
H9c2 TAG inh: -4.3; H9c2 TAG inh DAPI viability: -1.7

What do the screens show for `CC1(C)NC(=O)N(CCOCCOc2ccccc2-c2ccccc2)C1=O`?
H9c2 TAG inh: -7.6; H9c2 TAG inh DAPI viability: 0.1

How did Cc1[nH]n(-c2ccccc2)c(=S)c1C=Nc1ccc([N+](=O)[O-])cc1 do in these assays?
H9c2 TAG inh: -4.3; H9c2 TAG inh DAPI viability: -5.7

What do the screens show for `CC(=O)Nc1ccc(S(=O)(=O)NCC2CCC(C(=O)N3CCN(c4ccccn4)CC3)CC2)cc1` (stereo unspecified)?
H9c2 TAG inh: 10.5; H9c2 TAG inh DAPI viability: -0.6

Results for COc1ccc(C(=O)O)cc1S(=O)(=O)Nc1ccc(N2CCCCC2)cc1 ?
H9c2 TAG inh: -25.4; H9c2 TAG inh DAPI viability: -2.3

Results for Cc1ccc(OCC(=O)NNC(=O)c2cc3ccccc3o2)cc1C ?
H9c2 TAG inh: 9.8; H9c2 TAG inh DAPI viability: -14.5

Results for Cc1cc(C)n(CC(=O)N2CCCC(N3CCN(Cc4ccc5c(c4)OCO5)CC3)C2)n1 (stereo unspecified) ?
H9c2 TAG inh: -1.6; H9c2 TAG inh DAPI viability: 6.2

What do the screens show for `COc1cc(OC)c(NC(=O)CCc2nc(-c3cccs3)no2)cc1Cl`?
H9c2 TAG inh: 9.5; H9c2 TAG inh DAPI viability: -12.8

How did CCOCc1c(C(=O)OCC(=O)Nc2ccccc2C(N)=O)oc2ccccc12 do in these assays?
H9c2 TAG inh: 2.6; H9c2 TAG inh DAPI viability: -6.5

What do the screens show for `O=C(N/N=C/c1ccccn1)c1ccc(N/N=C/c2ccccn2)cc1`?
H9c2 TAG inh: 5.6; H9c2 TAG inh DAPI viability: -5.9

What do the screens show for `Cc1ccc(N2C(=O)CC(c3ccsc3)C3=C2CC(C)(C)CC3=O)cc1` (stereo unspecified)?
H9c2 TAG inh: -8.0; H9c2 TAG inh DAPI viability: 5.5

Results for Cc1cccc(NC(=S)Nc2ccc3cn[nH]c3c2)c1 ?
H9c2 TAG inh: -11.1; H9c2 TAG inh DAPI viability: 9.9

Results for Cc1ccc(N(CC(=O)N2CCCCCC2)S(C)(=O)=O)cc1Cl ?
H9c2 TAG inh: -21.8; H9c2 TAG inh DAPI viability: 10.9

What do the screens show for `COc1cc(/C=C2\SC(=S)N(N(C)c3ccccc3)C2=O)ccc1O`?
H9c2 TAG inh: -3.3; H9c2 TAG inh DAPI viability: 2.7

What do the screens show for `COc1ccc(/C(O)=C2/C(=O)C(=O)N(CCN(C)C)C2c2ccc(OC)c(OC)c2)c(C)c1` (stereo unspecified)?
H9c2 TAG inh: -16.9; H9c2 TAG inh DAPI viability: 3.8

How did CCOc1ccccc1OCC(=O)Nc1nnc(COC)s1 do in these assays?
H9c2 TAG inh: 1.2; H9c2 TAG inh DAPI viability: -2.9

What do the screens show for `Cc1nc2cc(-c3ccccc3)nn2c(N)c1-c1ccccc1`?
H9c2 TAG inh: 2.0; H9c2 TAG inh DAPI viability: 5.9

Results for NC(=O)NC(=O)COC(=O)c1cccc(S(=O)(=O)N2CCCCCC2)c1 ?
H9c2 TAG inh: 0.1; H9c2 TAG inh DAPI viability: 0.3

Seven consecutive records out of the list so far, for reference:
Results for Cc1cc(C)n(CC(=O)N2CCCC(N3CCN(Cc4ccc5c(c4)OCO5)CC3)C2)n1 (stereo unspecified) ?
H9c2 TAG inh: -1.6; H9c2 TAG inh DAPI viability: 6.2

What do the screens show for `COc1cc(OC)c(NC(=O)CCc2nc(-c3cccs3)no2)cc1Cl`?
H9c2 TAG inh: 9.5; H9c2 TAG inh DAPI viability: -12.8

How did CCOCc1c(C(=O)OCC(=O)Nc2ccccc2C(N)=O)oc2ccccc12 do in these assays?
H9c2 TAG inh: 2.6; H9c2 TAG inh DAPI viability: -6.5

What do the screens show for `O=C(N/N=C/c1ccccn1)c1ccc(N/N=C/c2ccccn2)cc1`?
H9c2 TAG inh: 5.6; H9c2 TAG inh DAPI viability: -5.9

What do the screens show for `Cc1ccc(N2C(=O)CC(c3ccsc3)C3=C2CC(C)(C)CC3=O)cc1` (stereo unspecified)?
H9c2 TAG inh: -8.0; H9c2 TAG inh DAPI viability: 5.5

Results for Cc1cccc(NC(=S)Nc2ccc3cn[nH]c3c2)c1 ?
H9c2 TAG inh: -11.1; H9c2 TAG inh DAPI viability: 9.9

Results for Cc1ccc(N(CC(=O)N2CCCCCC2)S(C)(=O)=O)cc1Cl ?
H9c2 TAG inh: -21.8; H9c2 TAG inh DAPI viability: 10.9

Next part
What do the screens show for `COC(=O)c1cc(NS(=O)(=O)c2ccc(NC(C)=O)cc2)ccc1Cl`?
H9c2 TAG inh: -9.5; H9c2 TAG inh DAPI viability: 1.6

Results for CC(=O)c1c(N2CCCCC2)nc(=O)n(-c2ccccc2)c1C ?
H9c2 TAG inh: 12.2; H9c2 TAG inh DAPI viability: -5.3

How did O=C(O)C1(Nc2ccc([N+](=O)[O-])cc2[N+](=O)[O-])CCCC1 do in these assays?
H9c2 TAG inh: 7.2; H9c2 TAG inh DAPI viability: 4.9

Results for CCOC(=O)c1sc(-c2ccccn2)nc1C ?
H9c2 TAG inh: -12.8; H9c2 TAG inh DAPI viability: 8.9

Results for Cn1c(CN(O)S(=O)(=O)c2ccc(Cl)cc2)nnc1C(F)(F)F ?
H9c2 TAG inh: -6.4; H9c2 TAG inh DAPI viability: -2.9

How did CCCNC(=O)c1cc(C2CCCN(C(=O)C3CC3)C2)on1 (stereo unspecified) do in these assays?
H9c2 TAG inh: 14.5; H9c2 TAG inh DAPI viability: 4.1

What do the screens show for `O=C(C(c1ccccc1)N1CCOCC1)N1CCOCC1` (stereo unspecified)?
H9c2 TAG inh: -10.7; H9c2 TAG inh DAPI viability: -1.1

Results for CCOCCCNC(=O)c1ccccc1SCC ?
H9c2 TAG inh: -30.8; H9c2 TAG inh DAPI viability: 12.2

What do the screens show for `O=C(NN=C1CCCCC1)c1ccccc1-n1cccc1`?
H9c2 TAG inh: -7.2; H9c2 TAG inh DAPI viability: 1.2

Results for Cc1cccc(N2CCN(C(=O)c3ccc4c(c3)OCCO4)CC2)c1C ?
H9c2 TAG inh: -1.7; H9c2 TAG inh DAPI viability: 1.9

How did CCC(CO)Nc1ncnc2c1cnn2-c1ccc(Cl)cc1 (stereo unspecified) do in these assays?
H9c2 TAG inh: 13.7; H9c2 TAG inh DAPI viability: 3.4

How did CN(C)c1ccc(-c2nnc(-c3ccc(S(=O)(=O)C(F)F)cc3)o2)cc1 do in these assays?
H9c2 TAG inh: -0.9; H9c2 TAG inh DAPI viability: 3.5

2 records drawn at random from the list so far, as already listed:
How did CCCNC(=O)c1cc(C2CCCN(C(=O)C3CC3)C2)on1 (stereo unspecified) do in these assays?
H9c2 TAG inh: 14.5; H9c2 TAG inh DAPI viability: 4.1

How did O=C(O)C1(Nc2ccc([N+](=O)[O-])cc2[N+](=O)[O-])CCCC1 do in these assays?
H9c2 TAG inh: 7.2; H9c2 TAG inh DAPI viability: 4.9

(cont.)
How did COc1ccccc1N1CCN(CCCCN2C(=O)C3CCCCN3C2=O)CC1 (stereo unspecified) do in these assays?
H9c2 TAG inh: 0.5; H9c2 TAG inh DAPI viability: -8.4

Results for Cc1cccc(N(C)C(=O)C2CCCN2S(=O)(=O)c2cccc3nsnc23)c1 (stereo unspecified) ?
H9c2 TAG inh: -6.7; H9c2 TAG inh DAPI viability: -4.9

How did OCCNc1ncnc2c1c(-c1ccccc1)c(-c1ccccc1)n2Cc1ccco1 do in these assays?
H9c2 TAG inh: 17.1; H9c2 TAG inh DAPI viability: -12.8

Results for CCC(C)n1c(SCC(=O)NCCc2ccc(S(N)(=O)=O)cc2)nc2ccsc2c1=O (stereo unspecified) ?
H9c2 TAG inh: -7.3; H9c2 TAG inh DAPI viability: -4.8

What do the screens show for `Cc1nn(C(=O)Cn2cc([N+](=O)[O-])cn2)c(C)c1Cl`?
H9c2 TAG inh: 5.6; H9c2 TAG inh DAPI viability: -0.8

What do the screens show for `Cc1cccnc1Nc1ncnc(N)c1[N+](=O)[O-]`?
H9c2 TAG inh: -1.8; H9c2 TAG inh DAPI viability: 5.0

How did CCOc1ccc(N/C(=N/c2nc(C)cc(C)n2)NC(=O)CC)cc1 do in these assays?
H9c2 TAG inh: -15.2; H9c2 TAG inh DAPI viability: 10.7

Results for O=S(=O)(c1ccccc1)N1CCN(C(=S)Nc2ccccc2Cl)CC1 ?
H9c2 TAG inh: -11.0; H9c2 TAG inh DAPI viability: -1.3

What do the screens show for `COc1ccc(CNC(=O)c2cc(C)nn2-c2ccccc2)cc1`?
H9c2 TAG inh: -19.6; H9c2 TAG inh DAPI viability: 8.2

What do the screens show for `Cc1cc2ccccc2n1CCNC(=O)c1ccc(Br)o1`?
H9c2 TAG inh: -11.4; H9c2 TAG inh DAPI viability: -3.3

Results for CCOc1cccc(NC(=O)CC#N)c1 ?
H9c2 TAG inh: 7.4; H9c2 TAG inh DAPI viability: -14.1

What do the screens show for `COc1cccc(CNc2nc3cc(-c4ccc(OC)cc4C)sc3c(=O)n2C)c1`?
H9c2 TAG inh: -3.9; H9c2 TAG inh DAPI viability: 9.8

How did COc1ccc(/C=c2\sc3nc(=O)c(C)nn3c2=O)c(OC)c1 do in these assays?
H9c2 TAG inh: -5.7; H9c2 TAG inh DAPI viability: 0.7

How did O=C(O)c1cn[nH]c1-c1cccc([N+](=O)[O-])c1 do in these assays?
H9c2 TAG inh: -11.9; H9c2 TAG inh DAPI viability: 1.2

Results for N#Cc1ccc(Sc2nc3ccccc3[nH]2)cc1C#N ?
H9c2 TAG inh: -19.4; H9c2 TAG inh DAPI viability: -13.4

Results for Cc1ccc(NC(=O)C2OCCc3ccccc32)cc1C (stereo unspecified) ?
H9c2 TAG inh: -3.2; H9c2 TAG inh DAPI viability: 10.9

How did CC1CCCC(NC(=O)CNCc2ccccc2F)C1C (stereo unspecified) do in these assays?
H9c2 TAG inh: 6.7; H9c2 TAG inh DAPI viability: -4.8

What do the screens show for `COC(=O)C1=C(C)NC(=O)C1(Nc1nccs1)C(F)(F)F` (stereo unspecified)?
H9c2 TAG inh: -8.9; H9c2 TAG inh DAPI viability: 5.0

What do the screens show for `Cc1c(Cl)c([N+](=O)[O-])nn1CCCC(=O)NCCc1ccccc1`?
H9c2 TAG inh: -17.5; H9c2 TAG inh DAPI viability: 6.4

Results for CNc1cccc(-c2cc(OC)ccc2OC)n1 ?
H9c2 TAG inh: -10.5; H9c2 TAG inh DAPI viability: 11.1

Results for Cc1cc(S(=O)(=O)NCCCN2CCOCC2)ccc1Br ?
H9c2 TAG inh: -17.6; H9c2 TAG inh DAPI viability: 8.5

Source: PubChem (Sanford-Burnham Center for Chemical Genomics)
